Source: PubChem
SR-BI HDL uptake – inhibitors of SR-BI mediated HDL lipid uptake, primary screen, ldlA[mSR-BI] cells, fluorescence, single point; inhibition, % at 12.5 µM; ldlA[mSR-BI] CHO cells, DiI-HDL uptake fluorescence, 3 h; Scavenger receptor class B member 1 (Mus musculus), Q61009; actives 0.96% (n = 320,000);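 active = mean replicate inhibition of at least 70% and a set share of replicates each scoring 70 or more; inconclusive = meets just one of the two criteria; inactive = fails both criteria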;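 also: 0% = median of neutral control wells and 100% = median of positive control wells; values of inactives mirror those of a sister screen read the other way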
Target sequence (Q61009 whole entry, looked up): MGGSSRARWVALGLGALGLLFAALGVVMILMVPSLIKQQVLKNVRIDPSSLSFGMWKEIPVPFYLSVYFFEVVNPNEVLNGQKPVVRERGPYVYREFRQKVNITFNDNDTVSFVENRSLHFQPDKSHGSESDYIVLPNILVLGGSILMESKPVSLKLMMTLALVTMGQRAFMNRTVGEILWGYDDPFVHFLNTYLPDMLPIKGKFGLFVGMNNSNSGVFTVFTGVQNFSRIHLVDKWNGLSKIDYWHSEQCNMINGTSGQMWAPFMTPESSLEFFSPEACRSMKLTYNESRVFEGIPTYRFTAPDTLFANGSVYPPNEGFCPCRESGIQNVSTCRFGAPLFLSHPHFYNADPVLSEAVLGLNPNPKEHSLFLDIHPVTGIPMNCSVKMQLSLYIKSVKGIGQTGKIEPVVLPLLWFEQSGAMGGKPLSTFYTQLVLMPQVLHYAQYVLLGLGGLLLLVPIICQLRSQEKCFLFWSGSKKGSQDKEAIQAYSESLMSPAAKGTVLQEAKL
phage Ecoli inh – growth loss of phage-infected E. coli, primary screen, RecBCD inhibitor project, absorbance, with phage, HTS; inhibition, % at 11.9 µM; AID 651602, 2012; actives 0.26% (n = 360,000); in the data active = inhibition above about 11%
CAL PDZ FP-1 – CAL PDZ peptide-binding inhibitors, primary screen, biochemical, fluorescence polarization, Cer-tagged CAL PDZ, HTS. Golgi-associated PDZ and coiled-coil motif-containing protein (Homo sapiens), Q9HD26. purified CAL PDZ, TMR-peptide fluorescence polarization, 1 h. inhibition, % at 20 µM. actives 0.02% (n = 330,000). AID 504414, 2011;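 active = highest replicate inhibition of at least 40%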;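 also: plate controls were DMSO neutral control wells for no effect and unlabeled competitor peptide control wells for full effect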
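System: purified tagged CAL PDZ domain construct (CerCALP). Schedule: 1 h incubation at room temperature before polarization reading. Medium: 25 mM sodium phosphate pH 7.4, 150 mM NaCl, TCEP, IgG, Thesit. Read-out: percent inhibition from loss of millipolarization. Measured by: FP readout, S and P plane fluorescence. Probe or stimulus: fluorescent TMR peptide probe.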
MITF act – activators of MITF-driven TRPM1 promoter reporter, primary screen, cell-based, SK-MEL-5, luciferase, single point. actives 0.75% (n = 300,000). activation, % at 12.5 µM. SK-MEL-5 TRPM1-promoter luciferase, 24 h; % of positive control, neutral wells = 0;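 active = mean activation of at least 80% with every replicate also reaching 80%; inconclusive = mean reaches 80% but some replicate falls short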;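 also: 0% = neutral control wells and 100% = parthenolide positive control wells; values of inactives mirror those of a sister screen read the other way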
CAL PDZ FP-2 – untagged CAL PDZ binding inhibitors, primary screen, biochemical, fluorescence polarization, HTS | inhibition, % at 24.9 µM | Golgi-associated PDZ and coiled-coil motif-containing protein (Homo sapiens), Q9HD26 | AID 602252, 2012 | actives 0.92% (n = 300,000) | purified CAL PDZ, TMR-peptide fluorescence polarization, 1 h;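 active = mean inhibition of at least 30% with at least half of replicates also reaching 30%; inconclusive = no clear call, values can overlap the other calls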;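 also: 0% = DMSO neutral control and 100% = excess unlabeled competitor peptide PRC23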
Tat export inh – E. coli Tat export inhibitors, primary screen, MC4100, TorA-mCherry reporter, fluorescence, single point; inhibition, % at 10 µM; actives 0.036% (n = 340,000);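 active = mean replicate inhibition at least 50% and at least half of replicates individually reaching 50%; inconclusive = only one of the two criteria met; inactive = neither criterion met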;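 also: exported cargo escapes ClpAP degradation while cytoplasmic cargo is degraded and loses fluorescence; 0% = median of neutral control wells and 100% = median of NaSCN control wells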
SR-BI DiI-HDL act – activators of SR-BI mediated DiI-HDL uptake, primary screen, ldlA[mSR-BI] CHO cells, DiI fluorescence; actives 0.096% (n = 320,000); AID 504775, 2011; activation, % at 12.5 µM; 3 h; 100 = double the neutral-control signal;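 active = mean replicate activation of at least 60% and every replicate at or above 60%; inconclusive = mean or all-replicate condition met, but not both; inactive = mean below 60% and not all replicates reaching 60%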;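 also: 0% = median plate neutral-control signal and 100% = twice that signal; values of inactives mirror those of a sister screen read the other way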
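Material: SR-BI-overexpressing, LDLR-lacking CHO cells; schedule: compound exposure 3 h, 37 °C; reagent: DiI-labelled HDL at 10 µg/mL final; technique: bottom-read fluorescence, 550/595 nm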
E coli growth – E. coli V3065 growth inhibition, primary screen, counter-screen for AddAB inhibitor project, absorbance, OD600; AID 449728, 2010; inhibition, % at 11.9 µM; actives 0.27% (n = 330,000); 18 h;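 active = inhibition above the campaign's mean inhibition across all tested compounds plus 3 SD, cut at about 9.9% in these data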;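 also: uninfected addAB+ strain grown without phage in ampicillin broth; 0% = DMSO wells and 100% = ciprofloxacin 0.95 µg/ml wells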
AddAB inh – growth inhibition of E. coli expressing H. pylori AddAB, primary screen, AddAB inhibitor project, absorbance; inhibition, % at 11.9 µM; actives 0.29% (n = 330,000); AID 435030, 2010; in the data active = inhibition above about 12%;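 also: 0% = vehicle wells of infected cells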
Wnt act – Wnt/beta-catenin pathway activators, primary screen, cell-based, plate reader, single point | Wnt/beta-catenin reporter cell assay, activator | activation, % at 9.35 µM | actives 1.2% (n = 300,000) | AID 743398, 2014; in the data active = activation above about 30%, passing the limit was not always enough; inconclusive = no clear call, values can overlap the other calls;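 also: 0% = neutral control wells and 100% = positive control wells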
Starred values were filed as active, the others as inactive; ? = inconclusive; . = not tested or not shown. Random draw from the library. About 3.6% of those tested had a hit in this group.

entry	smiles	AddAB inh	E coli growth	phage Ecoli inh	SR-BI HDL uptake	CAL PDZ FP-1
1	CSc1cccc(NC(=O)COC(=O)C2CCN(S(=O)(=O)c3ccccc3)CC2)c1	1.1	-1.1	0.6	1	-0.6
2	COc1c2ccoc2nc2c(OC)c(O)ccc12	5.2	0.7	0.5	-8	0.6
3	Cc1c(-n2c(SCC(=O)NC(C)C(C)C)nc3ccccc3c2=O)c(=O)n(-c2ccccc2)n1C (centres undefined)	2.1	-3.0	4.8	12	-2.9
4	Cc1csc2nc(CCNS(=O)(=O)c3ccc4c(c3)OCCO4)cn12	1.5	-1.8	1.1	-31	-1.0
5	CC1CCCCN1CCCNC(=O)c1cc(Br)c(Br)[nH]1 (centres undefined)	1.4	0.2	0.2	-7	-3.1
6	CN(C(=S)NCCN1CCOCC1)C(c1ccccc1)c1ccccc1	1.3	1.1	-1.0	9	-1.3
7	O=C(NC1CCSC1=O)c1ccc(Oc2cccc(C(F)(F)F)c2)nc1 (centres undefined)	4.0	1.9	2.2	2	-0.4
8	O=C(CSCc1ccc(Cl)cc1)N/N=C/c1ccccc1	1.8	-2.4	0.5	-7	-0.7
9	O=C(CN1C(=O)NC(CCc2ccccc2)C1=O)Nc1ccc(F)c(F)c1F (centres undefined)	-0.7	-2.9	0.7	-2	1.1
10	COC(=O)c1ccc(NC(=S)N2CCN(CCO)CC2)cc1	1.0	-0.3	3.8	-2	-0.6
11	COc1ccc(-c2nc(C#N)c(NCc3ccco3)o2)cc1	3.2	0.5	4.9	18	-2.1
12	CCOc1ccc(-c2nc(C)c(C(C)=O)n2O)cc1	2.8	-1.2	2.7	7	-1.5

entry	Wnt act	Tat export inh	CAL PDZ FP-2	MITF act	SR-BI DiI-HDL act
1	-1	5	-8	.	-1
2	0	0	-3	.	8
3	-7	1	-12	-6	-12
4	-1	0	.	.	31
5	-2	-8	-4	-2	7
6	42*	3	-2	-5	-9
7	0	-7	.	.	-2
8	-7	3	-1	2	7
9	-3	2	-1	-5	2
10	0	-11	.	-6	2
11	14	-13	0	30	-18
12	.	11	.	4	-7

New compounds follow.
entry	smiles	AddAB inh	E coli growth	phage Ecoli inh	SR-BI HDL uptake	CAL PDZ FP-1
13	O=C(CSc1ccc2c(c1)OCCO2)NCC1CCCO1 (centres undefined)	4.0	0.6	0.8	-9	-1.0
14	Cc1c(OCC(=O)NCCCN2CCOCC2)ccc2c3c(c(=O)oc12)CCCC3	0.3	-2.7	-0.2	-11	0.5
15	Cc1cc(NC(=O)CCC(=O)N(CC2CCCO2)C(C(=O)NC2CCCC2)c2ccccc2C)no1 (centres undefined)	-2.0	-2.0	0.4	-25	-2.6
16	CCCCC(=O)Nc1ccc(NC(=O)c2ccccc2[N+](=O)[O-])cc1OC	4.6	0.3	2.2	5	0.8
17	CCCCN(C)CCC(=O)Nc1ccc(C)cc1	3.7	2.7	2.8	-7	-2.6
18	Cc1cc(Cl)c2oc(C(=O)NCCN3CCCCC3CO)c(C)c2c1 (centres undefined)	0.1	-0.5	-2.0	6	-2.8
19	O=C(CSc1nnc(N2CCCC2)n1-c1ccccc1Cl)N1CCN(c2ccccn2)CC1	3.5	-2.4	0.4	11	-0.4
20	C/C(CC(=O)Nc1ccccc1Cl)=N\NC(=O)C(=O)NCCO	1.0	-0.6	2.7	-20	-1.0
21	O=C(CCN1C(=O)C2C3CC(C(Br)C3Br)C2C1=O)OCC(=O)c1cccc([N+](=O)[O-])c1 (centres undefined)	4.1	3.3	2.3	.	-1.3
22	COc1ccc(/C=C/C(=O)NCc2cccnc2)cc1	-0.2	0.2	1.8	.	-2.8
23	CN(C(=O)C1CCOC1)c1nnc(-c2cccnc2)s1 (centres undefined)	-0.1	-0.4	1.4	0	-1.9
24	COc1ccc(NC(=O)CSc2cc(C)nc3c(-c4ccccc4)cnn23)cc1	3.2	1.1	5.5	27	0.9

entry	Wnt act	Tat export inh	CAL PDZ FP-2	MITF act	SR-BI DiI-HDL act
13	0	-4	-4	.	9
14	0	-3	3	10	11
15	.	2	1	-8	25
16	-4	-10	-3	-4	-5
17	0	-2	-2	-8	7
18	3	-2	-4	32	-6
19	-1	-8	40*	-1	-11
20	-2	0	.	-8	20
21	0	5	.	9	.
22	3	-4	.	-7	.
23	.	-1	6	.	0
24	-1	5	-6	-7	-27

Arranged by value in MITF act (ascending): 4 from the list above
item	molecule	MITF act
24	COc1ccc(NC(=O)CSc2cc(C)nc3c(-c4ccccc4)cnn23)cc1	-7
3	Cc1c(-n2c(SCC(=O)NC(C)C(C)C)nc3ccccc3c2=O)c(=O)n(-c2ccccc2)n1C (centres undefined)	-6
6	CN(C(=S)NCCN1CCOCC1)C(c1ccccc1)c1ccccc1	-5
16	CCCCC(=O)Nc1ccc(NC(=O)c2ccccc2[N+](=O)[O-])cc1OC	-4

Following part:
entry	smiles	AddAB inh	E coli growth	phage Ecoli inh	SR-BI HDL uptake	CAL PDZ FP-1
25	CC(=O)NC(C(=O)c1ccccc1)C(=O)c1ccccc1	-0.3	-1.0	2.7	-14	0.4
26	Cc1n[nH]c(C)c1NC(=O)CN1CCN(S(=O)(=O)c2ccc(C(F)(F)F)cc2)CC1	.	.	0.5	-20	-0.4
27	O=C(COc1ccc(Br)cc1)NCCN1CCCC1	2.0	0.0	3.0	-14	-0.6
28	COC(=O)c1ccc(-c2ccco2)n1Cc1ccccc1Cl	4.2	-2.1	4.3	-3	-0.8
29	CCN(CC)S(=O)(=O)c1cccc(C(=O)Nc2nncs2)c1	1.5	-2.2	0.8	2	-2.2
30	C/C(=N\Nc1cccc(Cl)c1)c1ccc(-n2ccnc2)cc1	-1.6	-1.2	0.8	33	-1.5
31	O=C(CNC(=O)Cn1cnc2sc3c(c2c1=O)CCCC3)NCc1ccccn1	2.1	1.6	1.3	8	-2.5
32	CCOC(=O)c1ccc(OS(=O)(=O)c2ccccc2)c(OC)c1	4.9	1.4	1.8	17	-1.2
33	CN(C)S(=O)(=O)n1cc(/C=C(\NC(=O)c2ccccc2)C(=O)N2CCOCC2)c2ccccc21	0.0	-1.5	1.8	-9	-1.4
34	COc1cccc2cc(C(C)N(CCCN3CCOCC3)C(=S)Nc3cccc(C)c3)oc12 (centres undefined)	0.8	0.6	2.1	.	-2.6
35	O=C(CN1C(=O)C2CCCCC2C1=O)OCC(=O)c1ccc(Cl)s1 (centres undefined)	-1.3	-0.7	1.5	-10	-0.7
36	CC1CCN(CC(O)COc2ccc(F)cc2)CC1 (centres undefined)	6.1	-0.1	2.7	-24	-1.3

entry	Wnt act	Tat export inh	CAL PDZ FP-2	MITF act	SR-BI DiI-HDL act
25	-2	3	-1	6	14
26	-2	-5	1	2	20
27	-3	-8	.	7	14
28	-4	-3	0	3	3
29	.	4	.	-11	-2
30	-3	7	-2	-3	-33
31	-3	1	-17	-7	-8
32	54*	0	4	?	-17
33	0	-5	8	-8	9
34	17	-2	2	-5	.
35	2	6	14	-5	10
36	-4	15	.	-1	24

(list continues)
entry	smiles	AddAB inh	E coli growth	phage Ecoli inh	SR-BI HDL uptake	CAL PDZ FP-1
37	Cc1ccc(Cn2c(C(=O)O)cc3sccc32)cc1	-0.2	-0.2	-0.2	-20	-3.2
38	COc1ccc(C(=O)c2no[n+]([O-])c2C(=O)c2ccc(OC)cc2)cc1	5.2	0.0	1.4	-19	1.1
39	Cc1cc(/C=C2\SC(=S)N(C)C2=O)c(C)n1-c1ccccc1O	2.3	-1.7	0.1	58	-0.7
40	COCCNC(=O)/C(C#N)=C/c1c(N2CCCCCC2)nc2c(C)cccn2c1=O	0.2	-2.2	2.1	5	-2.2
41	CCNc1nc(SCC(=O)OC)nc(N(C)C)n1	4.6	0.0	3.2	-25	-1.0
42	COc1ccc(OC)c(-c2csc(N(C)C(=O)Cc3ccccc3)n2)c1	1.7	1.5	4.9	24	-2.5
43	O=C(CCc1ccc(S(=O)(=O)NCc2ccccc2)cc1)N1CCN(Cc2ccc3c(c2)OCO3)CC1	-2.6	-3.2	1.8	32	0.3
44	CCc1ccc(NC(=O)C(C)OC(=O)CC(NC(C)=O)c2ccccc2)cc1 (centres undefined)	2.6	-0.4	0.8	.	-0.5
45	Cc1ccc(NC(=O)c2ccc(OCc3c(C)noc3C)cc2)c(C)c1	1.9	-0.9	-2.3	62	-2.1
46	CC(=O)c1ccc(-n2c(-c3cc(-c4ccco4)[nH]n3)n[nH]c2=S)cc1	1.4	3.7	0.5	-15	-0.9
47	COC(=O)c1ccc(NC(=O)C(C)N2C(=O)c3ccccc3C2=O)cc1 (centres undefined)	2.9	-0.3	2.8	1	-0.4
48	O=C(NNC(=O)c1cccs1)c1ccc2ccccc2c1	-1.9	1.4	0.0	-7	-0.4

entry	Wnt act	Tat export inh	CAL PDZ FP-2	MITF act	SR-BI DiI-HDL act
37	.	-4	1	-9	20
38	.	-21	-3	-54	19
39	-7	7	-3	0	-58
40	0	1	.	3	-5
41	-1	-2	-2	5	25
42	-1	4	-5	6	-24
43	.	-4	.	3	-32
44	-1	4	.	2	.
45	4	0	-3	12	.
46	-1	-1	11	0	15
47	-2	-1	-5	3	-1
48	1	3	4	45	7

Screen by screen, as entered above:
Compounds 11 to 18 in phage Ecoli inh, in turn: 4.9, 2.7, 0.8, -0.2, 0.4, 2.2, 2.8, -2.0
Compounds 11 to 18 in SR-BI DiI-HDL act, in turn: -18, -7, 9, 11, 25, -5, 7, -6

(list continues)
entry	smiles	AddAB inh	E coli growth	phage Ecoli inh	SR-BI HDL uptake	CAL PDZ FP-1
49	CCN1CCc2c(sc(NC(=O)c3ccc(S(=O)(=O)N4CCOCC4)cc3)c2C(N)=O)C1	-3.0	-4.0	1.8	27	-0.5
50	O=C(O)c1cc(S(=O)(=O)N2CCOCC2)ccc1N1CCCCC1	1.5	0.6	0.9	-19	-0.3
51	CCN1C(=O)NC2C1N(S(C)(=O)=O)CCN2S(C)(=O)=O (centres undefined)	0.0	1.5	3.0	-18	-0.8
52	COc1ccc(-c2csc(NC(=O)Cc3cccc4ccccc34)c2C(=O)O)cc1	.	.	3.8	-25	-0.8

entry	Wnt act	Tat export inh	CAL PDZ FP-2	MITF act	SR-BI DiI-HDL act
49	-5	-3	0	4	-27
50	0	0	0	-9	19
51	.	-4	9	-8	18
52	0	8	-8	-9	25
